PfG6PD inh: PfG6PD (Plasmodium falciparum) enzyme inhibition | PfGluPho enzyme, NADPH resazurin-diaphorase fluorescence | inhibition, % at 20 µM | 350,000 compounds, 0.78% hits | AID 504690;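 active = inhibition reaching at least a set limit at 20 µM in the primary screen, cut at about 59% in these data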;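 also: 0% = DMSO wells with substrate and 100% = DMSO wells lacking glucose-6-phosphate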
SENP1 FRET inh: blocks the human SENP1 SUMO protease catalytic domain; recombinant SENP1 catalytic domain, CyPet-SUMO1-YPet FRET cleavage; inhibition, % at 10 µM; 360,000 compounds, 0.21% hits;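 active = inhibition at least 30% at 10 µM, raw YFP signal under a set limit, fluorescence ratio 0.5 to 1.5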;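 also: 0% = enzyme with DMSO and 100% = no enzyme wells; some results filed as inactive read as strong as hits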
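Test system: recombinant human SENP1 catalytic domain, His6-tagged / Medium: pH 8 Tris buffer with EDTA, NaCl, BME, BSA, NP40, catalase / Also added: SUMO1 FRET substrate flanked by Cypet and Ypet, 25 nM / Times: 50 min reaction at room temperature / Signal: FRET, CFP and YFP emission / Control set: no-enzyme low control and enzyme-plus-DMSO high control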
HKDC1 inhibitor: blocks human hexokinase HKDC1 activity | Q2TB90 | recombinant HKDC1, G6PDH/diaphorase resazurin coupled fluorescence | inhibition, % at 20 µM | 340,000 compounds, 0.16% hits;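 active = inhibition above about 35% when tested at 20 µM, limit read from the data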;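 also: plate controls were DMSO wells with enzyme for no effect and DMSO wells lacking enzyme for full effect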
Target sequence (Q2TB90 whole entry, looked up): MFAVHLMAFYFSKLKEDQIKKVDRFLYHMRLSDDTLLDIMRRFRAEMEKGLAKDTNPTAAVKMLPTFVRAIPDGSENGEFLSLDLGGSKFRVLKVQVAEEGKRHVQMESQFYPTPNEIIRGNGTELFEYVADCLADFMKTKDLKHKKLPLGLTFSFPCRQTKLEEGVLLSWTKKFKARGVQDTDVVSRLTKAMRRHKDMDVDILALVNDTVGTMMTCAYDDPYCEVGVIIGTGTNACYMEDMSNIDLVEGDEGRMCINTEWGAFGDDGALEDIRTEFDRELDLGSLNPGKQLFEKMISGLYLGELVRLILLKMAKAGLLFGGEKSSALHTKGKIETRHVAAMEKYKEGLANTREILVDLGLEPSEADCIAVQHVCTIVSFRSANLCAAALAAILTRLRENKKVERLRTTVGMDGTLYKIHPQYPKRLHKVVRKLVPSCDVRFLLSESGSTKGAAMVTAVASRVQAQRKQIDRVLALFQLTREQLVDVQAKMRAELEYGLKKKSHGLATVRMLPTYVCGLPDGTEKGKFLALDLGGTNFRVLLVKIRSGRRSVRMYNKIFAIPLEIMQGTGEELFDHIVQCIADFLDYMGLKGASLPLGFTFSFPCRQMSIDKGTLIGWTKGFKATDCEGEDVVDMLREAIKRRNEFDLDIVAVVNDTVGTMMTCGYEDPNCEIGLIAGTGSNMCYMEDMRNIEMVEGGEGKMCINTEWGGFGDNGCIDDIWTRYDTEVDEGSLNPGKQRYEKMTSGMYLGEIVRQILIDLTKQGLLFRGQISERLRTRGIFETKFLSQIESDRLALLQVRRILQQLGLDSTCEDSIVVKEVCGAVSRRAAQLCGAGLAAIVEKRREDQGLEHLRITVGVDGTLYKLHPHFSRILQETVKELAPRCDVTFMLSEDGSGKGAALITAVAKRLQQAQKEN
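Assay system: in-house recombinant HK5 (HKDC1) enzyme. Input: HKDC1 at 5 µg/mL. Medium: Tris pH 8.0 buffer with MgCl2, Tween-20, BSA, BME. Dosing: single 20 µM dose. Schedule: 90 min reaction incubation at room temperature, dark. Signal: resazurin-to-resorufin fluorescence via G6PDH and diaphorase coupling, 525/613 nm. Controls: DMSO-enzyme wells negative, buffer-substituted wells positive.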
Apaf-1 inh: blocks human Apaf-1 apoptosome activity; O14727; reconstituted apoptosome caspase-3 activity, DEVD-Rh110 fluorescence; inhibition, % at 20 µM; 330,000 compounds, 0.71% hits; active = inhibition of at least 40% at 20 µM;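 also: plate controls were DMSO wells for no effect and DEVD-CHO caspase inhibitor wells for full effect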
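System: reconstituted apoptosome with Apaf-1, cytochrome c, caspase-9, procaspase-3, dATP; Signal: Rh110 fluorescence intensity; Schedule: 30 min compound preincubation, 50 min activation, room temperature; Reagent: cytochrome c trigger plus (Z-DEVD)2-Rh110 caspase-3 substrate.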
SENP8 block-1: inhibitors of human SENP8 protease; purified SENP8, Z-RLRGG-aminoluciferin cleavage, luminescence; AID 2540; 330,000 compounds, 1.2% hits; inhibition, % at 10 µM; Q96LD8; in the data active = inhibition above about 50%
SENP8 block-2: blocks human SENP8 cleavage of Nedd8 substrate. 360,000 compounds, 0.64% hits. Q96LD8. AID 602440. recombinant SENP8, Nedd8 substrate fluorescence. inhibition, % at 20 µM; in the data active = inhibition mostly above about 40%, no sharp cut-off; inactive = mostly below about 27%
SENP6 block: SENP6 protease inhibition; Q9GZR1; Recombinant SENP6 catalytic domain, aminoluciferin luminescence; inhibition, % at 10 µM; 330,000 compounds, 1.8% hits;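 active = inhibition above about 50% at the single tested dose, limit read from the data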;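 also: plate controls were DMSO wells with enzyme for no effect and DMSO wells lacking enzyme for full effect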
SENP7 inh: blocks the human protease SENP7; AID 434973; recombinant SENP7, Z-RLRGG-aminoluciferin luminescence, 40 min; 330,000 compounds, 1.5% hits; Q9BQF6; inhibition, % at 5 µM;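 active = inhibition above about 50% at the single test dose, limit read from the data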;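 also: plate controls were DMSO with enzyme for no effect and no enzyme buffer wells for full effect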
Active calls of the source: *; i = inactive; / = no result given. These rows are one share of the data. The share of hits here may be higher or lower than overall.

SMILES	PfG6PD inh	SENP1 FRET inh	HKDC1 inhibitor	Apaf-1 inh	SENP8 block-1	SENP8 block-2	SENP6 block	SENP7 inh
COC1C(C)OC(OC2CC(C)(O)Cc3cc4c(c(O)c32)C(=O)c2c(O)cc3c(c2C4=O)OC2OC3(C)C(O)C(N(C)C)C2O)C(OC)C1(C)OC (stereo unspecified)	27	95	14	/	/	41*	/	/
COC(=O)c1ccc(CN2CCN(Cc3ccccc3)CC2)cc1	1	3	-11	-2	5	17	-1	0
Cc1cc(C)cc(NC(=S)NC2CC3CCCC(C2)N3Cc2cccs2)c1 (stereo unspecified)	-8	3	-6	8	0	32	7	-1
C=CCN1C(=O)/C(=C/c2ccc3c(c2)CCCN3CCC)C(=O)NC1=S	32	-24	16	0	-9	-276	-6	-1
O=C1NC(=O)N(C2CCCCC2)C(=O)C1C1c2ccccc2C(=O)N1Cc1ccccc1 (stereo unspecified)	-26	1	-7	0	2	10	-8	-3
O=C1NC(=S)NC(=O)C1=Cc1c(Cl)cccc1Cl	29	2	6	/	/	20	/	/
CN1C(=O)C(=Cc2ccccc2Oc2ccc(Cl)c(F)c2)C(=O)N(C)C1=O	5	1	7	5	4	5	17	-1
COc1cc(C(c2c(O)c3ccccc3oc2=O)c2c(C)n(C)n(-c3ccccc3)c2=O)ccc1O (stereo unspecified)	-23	1	0	15	-5	9	-14	-9
COc1cc2c(cc1O)C[C@H]1NCCc3cc4c(c-2c31)OCO4	33	-59	23	71*	24	-458	35	6
CC(=O)OC1CCC2(/C=N/O)C(=CCC3C4CCC(=O)C4(C)CCC32)C1 (stereo unspecified)	6	1	-7	-3	2	1	-5	7
O=c1cc(C(F)(F)F)c2cc3c4c(c2o1)CCCN4CCC3	7	-14	-3	2	1	i	15	10
CCOC(=O)COc1ccc2c(c1)c(C(C)=O)c(C)n2Cc1ccccc1	9	0	-5	0	-4	-18	-9	-2
COC(=O)C1=C(c2ccccc2OCc2ccccc2)C[C@@H]2CC[C@H]1N2C(=O)NCCOc1ccccc1	10	1	2	26	0	15	6	4
Cc1ccc(/C=C2\C(=O)NC(=O)N(CCc3ccc(F)cc3)C2=O)o1	3	-4	-4	-3	1	4	-4	3
CCN1CCN(S(=O)(=O)c2ccc(Cl)nc2)CC1	-6	-1	-10	-5	6	44*	19	0
Cc1ccc(N2C(=O)/C(=C/c3ccc(CN(CCC#N)S(C)(=O)=O)o3)C(=O)NC2=S)cc1	17	13	8	-3	9	24	1	2
COC(=O)C1=C(c2ccc(-c3ccccc3)c(F)c2)C[C@@H]2CC[C@H]1N2C(=O)N1CCCC1	13	1	2	25	-7	10	-3	-1
O=C1Nc2ccccc2Sc2ccccc21	20	-2	13	4	0	15	-20	-1
COC(=O)C1=C(c2c(C)noc2C)C[C@@H]2CC[C@H]1N2C(=O)N1CCc2cc(OC)c(OC)cc2C1	0	0	-1	1	-1	16	-3	-2
Cc1cc(OCC(=O)NCc2ccc(S(N)(=O)=O)cc2)c2c3c(c(=O)oc2c1)CCC3	-9	3	1	13	-3	-356	2	-3

Entries of single compounds, quoted from the list:
Listed for `O=C1Nc2ccccc2Sc2ccccc21` → PfG6PD inh: 20; SENP1 FRET inh: -2; HKDC1 inhibitor: 13; Apaf-1 inh: 4; SENP8 block-1: 0; SENP8 block-2: 15; SENP6 block: -20; SENP7 inh: -1
Listed for `O=C1NC(=O)N(C2CCCCC2)C(=O)C1C1c2ccccc2C(=O)N1Cc1ccccc1` (stereo unspecified) → PfG6PD inh: -26; SENP1 FRET inh: 1; HKDC1 inhibitor: -7; Apaf-1 inh: 0; SENP8 block-1: 2; SENP8 block-2: 10; SENP6 block: -8; SENP7 inh: -3

Reformatted as labelled records: part of the list above
CCN1CCN(S(=O)(=O)c2ccc(Cl)nc2)CC1
  PfG6PD inh: -6; SENP1 FRET inh: -1; HKDC1 inhibitor: -10; Apaf-1 inh: -5; SENP8 block-1: 6; SENP8 block-2: 44*; SENP6 block: 19; SENP7 inh: 0
Cc1ccc(N2C(=O)/C(=C/c3ccc(CN(CCC#N)S(C)(=O)=O)o3)C(=O)NC2=S)cc1
  PfG6PD inh: 17; SENP1 FRET inh: 13; HKDC1 inhibitor: 8; Apaf-1 inh: -3; SENP8 block-1: 9; SENP8 block-2: 24; SENP6 block: 1; SENP7 inh: 2
COC(=O)C1=C(c2ccc(-c3ccccc3)c(F)c2)C[C@@H]2CC[C@H]1N2C(=O)N1CCCC1
  PfG6PD inh: 13; SENP1 FRET inh: 1; HKDC1 inhibitor: 2; Apaf-1 inh: 25; SENP8 block-1: -7; SENP8 block-2: 10; SENP6 block: -3; SENP7 inh: -1
O=C1Nc2ccccc2Sc2ccccc21
  PfG6PD inh: 20; SENP1 FRET inh: -2; HKDC1 inhibitor: 13; Apaf-1 inh: 4; SENP8 block-1: 0; SENP8 block-2: 15; SENP6 block: -20; SENP7 inh: -1

Continued:
SMILES	PfG6PD inh	SENP1 FRET inh	HKDC1 inhibitor	Apaf-1 inh	SENP8 block-1	SENP8 block-2	SENP6 block	SENP7 inh
COc1ccc(C)cc1NC1=NCCCS1	-6	2	-4	-17	5	20	-10	1
CN1C(=O)C2C[C@@]3(Br)c4ccccc4N(OOSc4ccccc4)[C@H]3N2C(=O)[C@@H]1Cc1ccccc1 (stereo partly specified)	13	3	1	15	0	27	12	5
CCOC(=O)C(O)(c1ccc(NC(=O)c2ccco2)c(OC)c1)C(F)(F)F (stereo unspecified)	4	0	-2	6	-10	11	-1	7
Cc1oc(-c2ccccc2)nc1CN1C(=O)C(C)N=C(c2ccccc2F)c2cc(Cl)ccc21 (stereo unspecified)	-8	3	5	19	8	6	5	1
CSc1nc(C)c(Br)c(N2CC2)n1	-6	-165	-5	/	/	8	/	/
CCCCn1c(O)c(C(C)=NC(Cc2c[nH]c3ccccc23)C(=O)OC)c(=O)[nH]c1=O (stereo unspecified)	2	-4	-5	4	-9	2	-9	-10
CCOC(=O)C(NC(=O)CCl)(Nc1ccc(C(O)(C(=O)OCC)C(F)(F)F)cc1)C(F)(F)F (stereo unspecified)	-3	3	5	11	-10	-21	-29	-6
COC(=O)C1=C(c2cccc(Cl)c2)C[C@@H]2CC[C@H]1N2C(=O)N1CCCC1	4	0	-5	7	-9	8	-3	9
Oc1ccccc1Cl	5	1	-3	-13	-1	6	1	4
CCC(=NCCCN(C)C)c1c(O)n(-c2ccc(OC)cc2)c(=O)[nH]c1=O	6	1	-5	-3	-5	15	3	9
O=C(Cc1ccccc1)N1CCN(Cc2c[nH]c3ccccc23)CC1	-20	2	8	1	-2	36	-1	0
CCN1CCN(C(=O)COc2ccc3oc4c(c3c2)CCCC4)CC1	0	0	0	6	-1	-42	0	9
COc1ccc(C(=O)c2nc3ccccc3n2C(C)C)cc1	-4	2	-5	5	-7	6	5	-7
ClCCNc1nc2ccc(Cl)cc2[nH]1	8	0	2	2	-13	18	-10	1
COc1ccc2nc(NC3=NCCN3)sc2c1	5	0	-9	0	5	-1	46	26
C[C@]12CCC3C(CC[C@H]4C[C@@H](O)CC[C@]34C)C1[C@H]1CN=N[C@H]1[C@@H]2O (stereo partly specified)	-14	1	14	1	0	16	8	12
C=CCN1C(=O)NC(=O)/C(=C/c2cccn2C)C1=O	-5	0	0	6	0	15	1	4
CC(NS(C)(=O)=O)c1nnc2n1-c1ccc(Br)cc1C(c1ccccc1Cl)=NC2 (stereo unspecified)	-7	1	-7	-9	2	15	-17	4
COC(=O)C1CN(C#N)N(c2ccc(Cl)cc2)C12c1ccccc1-c1ccccc12 (stereo unspecified)	29	0	87*	21	1	10	-6	0
CN1C[C@H](CO)C=C2c3cccc4[nH]cc(c34)C[C@H]21	53	20	12	30	10	-186	45	30
Cc1ccccc1-c1nc2ccccc2c(=O)n1C	0	-1	3	12	-8	5	-13	-12
CCCc1c(C)nc(SCC(=O)C(C)(C)C)nc1OC(=O)N(C)C	-6	2	-2	-11	0	21	-5	-6
O=c1[nH]c(=O)n(CCC2=CCCCC2)c(O)c1C=NCCN1CCNCC1	-2	-31	5	5	0	-11	13	2
COc1cc2c(cc1OC)C(C(=O)N(C)C1CCCCC1)C1CCCCN1C2=O (stereo unspecified)	-18	2	4	2	-16	5	-29	-5
BrCC1C[n+]2c(SCc3ccccc3)nc3sc4c(c3c2O1)CCCC4 (stereo unspecified)	-3	1	6	0	-2	3	-17	-3
CC(C)c1cccc(C(C)C)c1OCCn1ccnc1	-8	-4	0	19	-7	7	-17	-7
COc1cc2c(c(OC)c1OC)-c1ccc(O)c(=O)cc1[C@@H](N)CC2	-13	-2	-3	-5	0	53*	-8	7
COC12C(COC(N)=O)C3=C(C(=O)C(C)=C(N)C3=O)N1CC1C2N1C (stereo unspecified)	7	0	13	-2	18	37	13	5
CC(=O)c1ccc(OCC(=O)N2CCCC(N(C)Cc3ccccc3)C2)cc1 (stereo unspecified)	3	-2	-4	-3	-5	1	-9	-7
Cc1cc(C=C2C(=O)NC(=O)NC2=O)c(C)n1-c1cccnc1	0	1	-4	-15	-3	34	6	-3
Cc1cc(OC(=O)N(C)C)nc(SCc2c(Cl)cccc2Cl)n1	3	0	-3	18	-5	23	-11	-2
Cc1ccc2c(c1)N(C(=O)CCC(=O)N1CCC3(CC1)OCCO3)CCO2	-14	2	-7	-17	5	15	-6	-5
CN(C)[C@@H]1C(=O)C(C(N)=O)=C(O)[C@@]2(O)C(=O)C3=C(O)c4c(O)cccc4[C@@](C)(O)[C@H]3C[C@@H]12	/	/	/	3	-2	/	-28	-4
N#CC(C#N)=Cc1ccc(-c2ccccc2F)o1	10	-24	2	/	/	-21	/	/
CCN1C(=O)NC(=O)/C(=C\c2ccc(N3CCOCC3)cc2OC)C1=O	/	/	/	11	-9	/	-8	-15
CNc1cc(Cl)c2nonc2c1[N+](=O)[O-]	23	-14	8	/	/	7	/	/
CCCC(C)C1C(C#N)=C(N)Oc2c1c(=O)oc1ccccc21 (stereo unspecified)	-4	0	7	22	-10	-32	4	0
C(#CCN1CCCCC1)COCc1ccccc1	-3	1	-3	-7	-2	11	0	-1
COc1ccc(CNCC(=O)N2CCC3(CC2)OCCO3)cc1	2	2	12	-12	6	4	-1	6
C[C@]12CCC3C(CC[C@H]4C[C@H](O)CC[C@]34C)C1C[C@@H](CCCCl)[C@@H]2O (stereo partly specified)	/	3	/	21	-11	24	2	-9
COc1ccc(CN2C(=O)NC(=O)/C(=C/c3ccc([N+](=O)[O-])s3)C2=O)cc1	67*	-1	13	37	11	43*	34	3
COC(=O)C1=C(c2ccc(F)cc2OCc2ccccc2)C[C@@H]2CC[C@H]1N2C	4	2	-7	11	-7	9	-22	5
Cc1c(N=Cc2c(O)n(Cc3ccco3)c(=O)[nH]c2=O)c(=O)n(-c2ccccc2)n1C	1	4	-1	-3	0	-31	-34	-4

Assay outcomes deposited in PubChem by Sanford-Burnham Center for Chemical Genomics.
